Screening results deposited in PubChem BioAssay by National Center for Advancing Translational Sciences (NCATS).
GCN5L2 inh: blocks human GCN5L2 histone acetyltransferase; Q92830; GCN5L2 HAT assay, ThioGlo1 CoA-SH fluorescence; Potency, µM (titrated, usually from 58.9 µM), inactives show at the top dose activity change, negative = inhibition, most hits filed as inhibitors; 0.21% of 390,000 active; AID 504327
Target sequence (Q92830 whole entry, looked up): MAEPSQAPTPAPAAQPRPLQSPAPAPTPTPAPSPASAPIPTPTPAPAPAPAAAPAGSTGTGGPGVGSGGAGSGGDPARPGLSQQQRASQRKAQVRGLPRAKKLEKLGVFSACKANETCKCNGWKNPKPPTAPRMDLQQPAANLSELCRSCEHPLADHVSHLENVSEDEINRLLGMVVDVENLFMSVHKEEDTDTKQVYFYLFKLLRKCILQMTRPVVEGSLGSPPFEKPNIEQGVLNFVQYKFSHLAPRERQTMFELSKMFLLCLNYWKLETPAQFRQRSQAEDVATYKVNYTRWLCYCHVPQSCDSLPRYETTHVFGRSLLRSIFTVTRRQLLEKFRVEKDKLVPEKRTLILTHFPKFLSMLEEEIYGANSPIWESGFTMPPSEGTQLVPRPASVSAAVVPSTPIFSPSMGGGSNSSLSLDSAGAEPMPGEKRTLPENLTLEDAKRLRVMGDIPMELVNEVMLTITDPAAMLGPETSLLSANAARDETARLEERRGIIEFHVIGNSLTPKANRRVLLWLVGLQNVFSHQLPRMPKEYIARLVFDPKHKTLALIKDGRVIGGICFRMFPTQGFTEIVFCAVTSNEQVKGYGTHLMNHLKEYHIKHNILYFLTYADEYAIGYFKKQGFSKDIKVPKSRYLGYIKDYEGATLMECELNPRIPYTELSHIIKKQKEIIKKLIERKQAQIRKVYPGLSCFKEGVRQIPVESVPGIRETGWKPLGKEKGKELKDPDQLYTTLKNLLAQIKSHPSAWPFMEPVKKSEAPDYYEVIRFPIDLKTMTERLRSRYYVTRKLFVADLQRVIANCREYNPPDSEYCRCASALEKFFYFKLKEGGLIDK
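Compounds, pin-transferred from DMSO stocks, meet 20nM GCN5L2 for 15 min before the reaction begins with H3(1-25) peptide (75uM) and acetyl-CoA (70uM). Thiol-reactive ThioGlo1 reports CoA release over 20 min at room temperature.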
DT40 TDP1 CPT: DT40-hTDP1 cell growth loss with CPT. 12% of 420,000 active. AID 686979. Potency, µM (series often up to 46.2 µM), for inactives: at the top dose activity change, negative = growth inhibition, most hits filed as inhibitors. chicken DT40 Tdp1-/-;hTDP1 cells + 20 nM CPT, ATP luminescence, 48 h; also: nearly all actives have a fitted effect of over 55% in size
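Chicken DT40 Tdp1-/- cells stably complemented with human TDP1 were seeded at 400 cells/well in medium containing 20 nM camptothecin, exposed to pin-transferred compounds, and grown at 37 °C for at least 48 hr. Viability was read as ATP luminescence.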
DT40 TDP1 no CPT: qHTS for Inhibitors of human tyrosyl-DNA phosphodiesterase 1 (TDP1): qHTS in cells in absence of CPT. AID 686978, 2013. 15% of 420,000 active. Potency, µM (titrated, usually from 46.2 µM), inactives show top-dose activity change, negative = growth inhibition, most hits filed as inhibitors. DT40 Tdp1-/- hTDP1 cells, no CPT, ATP luminescence, 48 h; also: nearly all actives have a fitted effect of over 55% in size
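DT40 Tdp1-/-;hTDP1 cells, no CPT (DMSO vehicle only), 400 cells/well; compounds pin-transferred; ≥48 hr, 37 °C; CellTiter-Glo 30 min RT dark, luminescence read.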
Starred values were filed as active, the others as inactive; ? = inconclusive; nt = no result given; [ ] = another dose, or the depositor's remark. Calls follow the shape of the dose curve; as a rule, active = well fitted curve in the direction sought with a large enough effect; inconclusive = small, poorly fitted or top-dose-only effect, or another doubt; inactive = no such curve, though single readings can be large; an effect the other way counts as inactive or inconclusive. % is scaled to controls: 0 for no effect and ±100 for the full control effect; potency is read from the fitted curve at half-maximal effect.

SMILES	GCN5L2 inh	DT40 TDP1 CPT	DT40 TDP1 no CPT
CCC(C(=O)Nc1sc(C(N)=O)c(C)c1C(=O)OC)c1ccccc1 (stereo unspecified)	-14.2%	-5.4%	-22.6%
O=C(CC1CCCC1)Nc1ccc2c(c1)CCC2	-2.2%	?	?
Cn1c(=O)c2sccc2n2c(CCC(=O)NCc3ccc(F)cc3)nnc12	5.0%	3.8%	0.0%
O=C(CNC(=O)c1ccccc1)N/N=C/c1cc(Br)ccc1O	-4.6%	7.31µM*	7.31µM*
COc1ccc(C(=O)NC2CCN(Cc3c(F)cccc3Cl)CC2)cc1OC	5.3%	-21.5%	?
Nc1[nH][nH]c(=O)c1N=Nc1ccc2c(c1)OCO2	0.0%	-26.6%	-21.6%
COCCCNC(=O)CCn1c(=O)c2ccccc2n(CC(=O)NCCC2=CCCCC2)c1=O	-4.4%	3.1%	-20.8%
Cc1c(C(=O)N2CCCCC2)c(S(=O)(=O)NCc2ccc(F)cc2)c(C)n1C	-4.4%	-12.8%	27.7%
COc1ccc(NC(=O)Cc2csc(NC(=O)Nc3ccccc3OC)n2)c(OC)c1	-3.5%	?	13µM*
CC1CN(S(=O)(=O)c2cccs2)CC(C)O1 (stereo unspecified)	-3.6%	4.1%	12.9%
Cc1nnc(SCC(=O)Nc2ccc3c(c2)OCCO3)n1CC1CCCO1 (stereo unspecified)	12.1%	-14.6%	-16.1%
O=C(CCN1CCN(C/C=C/c2ccccc2)CC1)Nc1ccc(Cl)cc1	-7.5%	-13.0%	-15.9%
Cn1c(=O)c2c(ncn2CC(=O)NC[C@H]2O[C@@H](n3cnc4c(N)ncnc43)[C@H](O)[C@@H]2O)n(C)c1=O	-3.0%	-27.7%	-2.6%
CCOc1ccc(CCNC(=O)COC(=O)c2nc(Cl)ccc2Cl)cc1OCC	-3.8%	-10.7%	-16.6%
COc1cccc(NC(=O)COC(=O)/C=C/c2ccco2)c1	-3.2%	-23.0%	-27.0%
CC(C)CNC(=O)COC(=O)CNC(=O)c1cc(Cl)cc([N+](=O)[O-])c1	3.8%	-20.6%	1.2%
COc1ccc(CC(=O)Nc2nc3c(s2)CC(C(C)(C)C)CC3)cc1 (stereo unspecified)	-10.6%	?	?
Cc1noc(-c2ccc(N3CCCCC3)c([N+](=O)[O-])c2)n1	-1.6%	?	-27.1%
COc1ccc(NC(C)=O)cc1S(=O)(=O)Nc1ccc(S(=O)(=O)N2CCCCC2)cc1	0.3%	-0.7%	-14.9%
COc1ccc(CCn2c(-c3ccco3)nc3ccccc3c2=O)cc1OC	-4.0%	2.59µM*	2.59µM*

A second format for some results above.
Order of results – GCN5L2 inh	DT40 TDP1 CPT	DT40 TDP1 no CPT
CC(C)CNC(=O)COC(=O)CNC(=O)c1cc(Cl)cc([N+](=O)[O-])c1
    3.8%	-20.6%	1.2%
COc1ccc(CC(=O)Nc2nc3c(s2)CC(C(C)(C)C)CC3)cc1 (stereo unspecified)
    -10.6%	?	?
Cc1noc(-c2ccc(N3CCCCC3)c([N+](=O)[O-])c2)n1
    -1.6%	?	-27.1%

Going on with the list:
SMILES	GCN5L2 inh	DT40 TDP1 CPT	DT40 TDP1 no CPT
O=S1(=O)CC(N2CCC(c3ccccc3)CC2)CN1Cc1ccc(F)cc1 (stereo unspecified)	nt	?	?
O=c1c2ccccc2[nH]c(=S)n1CCCN1CCN(c2ccccc2F)CC1	1.2%	2.91µM*	?
O=C(OCC(=O)N1CCN(S(=O)(=O)c2ccccc2)CC1)C1CCC1	1.5%	10.8%	-9.4%
O=C(Cc1ccc(-n2c(=O)[nH]c3ccsc3c2=O)cc1)NCc1cccnc1	1.4%	-4.4%	-5.8%
COc1ccc(CC(=O)N2CCN(C(=O)c3ccco3)CC2)cc1	-1.4%	3.9%	-15.3%
CC(CN1CCOCC1)c1ccccc1 (stereo unspecified)	1.7%	12.4%	2.2%
CCC(C)N(C(=O)COC(=O)c1ccccc1SCC(=O)N1CCCC1)C1CCS(=O)(=O)C1 (stereo unspecified)	-13.8%	3.4%	-20.8%
COc1cc(NC(=O)CN2C(=O)NC(c3ccccc3)(c3ccccc3)C2=O)cc(OC)c1	-10.7%	-15.5%	4.8%
Cc1cc(C)n2nc(SCC(=O)N3CCCC3)nc2n1	1.2%	19.6%	-16.7%
CC(=O)N1CCN(C(=O)c2ccc(Cl)c(S(=O)(=O)N3CCCCCC3)c2)CC1	-4.1%	-0.4%	-3.2%

Record cards, as listed above.
O=S1(=O)CC(N2CCC(c3ccccc3)CC2)CN1Cc1ccc(F)cc1 (stereo unspecified) in the list: GCN5L2 inh = nt; DT40 TDP1 CPT = ?; DT40 TDP1 no CPT = ?
O=C(Cc1ccc(-n2c(=O)[nH]c3ccsc3c2=O)cc1)NCc1cccnc1 in the list: GCN5L2 inh = 1.4%; DT40 TDP1 CPT = -4.4%; DT40 TDP1 no CPT = -5.8%
CC(=O)N1CCN(C(=O)c2ccc(Cl)c(S(=O)(=O)N3CCCCCC3)c2)CC1 in the list: GCN5L2 inh = -4.1%; DT40 TDP1 CPT = -0.4%; DT40 TDP1 no CPT = -3.2%

Next entries follow:
SMILES	GCN5L2 inh	DT40 TDP1 CPT	DT40 TDP1 no CPT
O=[N+]([O-])c1cccc(-c2noc(-c3cccs3)n2)c1	-4.9%	15.8%	-3.7%
CCc1ccc(NC(=O)CSc2nnc(CNC(=O)c3cccs3)o2)cc1	4.4%	-3.2%	24.2%
COc1ccc(-c2nnc(SCC(=O)NC(C)c3ccccc3)o2)cc1 (stereo unspecified)	-4.7%	?	?
CC1(C)CC(=O)C(Sc2ccc(Br)cc2)=C(O)C1	-8.0%	8.9%	?
COc1ccc(C(=O)Nc2nnc(S(=O)(=O)N3CCN(c4ccc(C)cc4)CC3)s2)cc1	3.4%	2.8%	-27.7%
CCOc1ccccc1Cn1c(=O)oc2ccc(C)cc21	-3.7%	-8.5%	?
CC1(Cc2ccc(OC(F)(F)F)cc2)C(=O)Nc2c(Cl)ccc(Cl)c21 (stereo unspecified)	nt	?	?
COc1cccc(NC(=O)Nc2cc(C(=O)O)ccc2C)c1	-4.7%	-9.0%	-22.1%
CCC(C)(C)NC(=O)C(C)OC(=O)c1nsc(Cl)c1Cl (stereo unspecified)	-6.0%	25.1%	5.0%
Cc1ccc(OCC(=O)N/N=C/c2cc([N+](=O)[O-])ccc2N2CCCCC2)cc1	22.0%	?	?
CCOc1ccc(N(CC(=O)NC2CCCCCC2)S(=O)(=O)c2ccccc2)cc1	-2.4%	-1.7%	-4.7%
CCc1nc2ccccc2c(C(=O)OCC(=O)Nc2ccc(S(=O)(=O)N3CCOCC3)cc2)c1C	-9.6%	14.1µM*	?
COc1cccc(/C=C(/C#N)c2ccc(F)cc2)c1OCc1cccc(C(=O)O)c1	-4.9%	5.9%	7.2%
Cc1ccc(NC(=O)CSc2ncc(S(=O)(=O)c3ccccc3)c(=O)[nH]2)cc1C	0.4%	5.3%	-2.3%
CC1CCC(C(=O)NC(C(=O)N2CCc3ccccc3C2)C(C)C)CC1 (stereo unspecified)	-0.1%	16.4µM*	?
CC(NC(=O)CCCc1ccccc1)c1ccncc1 (stereo unspecified)	-0.8%	9.3%	-10.2%
Cc1nnc(SCC(=O)NNC(=O)c2ccccc2)n1-c1ccccc1	-0.3%	-6.1%	-20.7%
O=C1CC(=O)CC(c2ccco2)C1	-3.9%	-7.0%	-1.9%
CCSc1ccc([C@@H]2[C@@H]3C(=O)N(C)C(=O)[C@@H]3[C@]3(C(=O)OC)CCCCN23)cc1	-23.7%	16.4µM*	?
CCOCCCNC(=O)CN1C(=O)/C(=C/c2ccccc2)Sc2ccccc21	-4.0%	?	?
CN(c1ccccc1)S(=O)(=O)c1cccc(C(=O)OCC(=O)NCc2ccc3c(c2)OCO3)c1	-5.1%	-7.8%	-22.0%
Cc1cnn(-c2cc(N/N=C/c3ccc(F)cc3)ncn2)c1	-5.4%	-22.4%	-25.4%
COc1ccccc1NC(=S)NC(=O)/C=C/c1cccs1	-11.3%	7.8%	?
CCCOc1cccc(-c2cc(C(=O)NN)c3ccccc3n2)c1	0.9%	9.2µM*	10.3µM*
COc1ccc(NC(=O)Cn2nnc(C(=O)NCc3cccs3)c2N)c(OC)c1	-9.0%	?	-27.1%
O=C(O)c1cc(N/N=C/C=C/c2ccccc2[N+](=O)[O-])ccc1Cl	-14.2%	-22.3%	-9.8%
CCOc1cc2c(cc1OCC)C(CC(=O)OC)N(C(=O)Nc1cc(C)cc(C)c1)CC2 (stereo unspecified)	-8.8%	-17.6%	-27.1%
O=C(c1csnn1)N1CCC2(CC1)CCN(C(c1ccccc1)c1ccccc1)CC2	-17.0%	?	?
Cc1cccc(C)c1NC(=O)CN(C)C(=O)C1CCN(c2ncnc3sc(C)c(C)c23)CC1	-0.6%	?	?
C/C(Cn1cnc([N+](=O)[O-])n1)=N\NC(=O)c1ccc(F)cc1	2.4%	6.8%	-16.4%
CSCCC(NC(=O)c1ccccc1Br)C(=O)N1CCC(C)CC1 (stereo unspecified)	0.9%	4.0%	-10.9%
CCc1c(C)nc2nncn2c1Nc1ccc(Cl)cc1	-1.7%	?	9.2µM*
COc1cc2cc(CCOC(=O)c3ccco3)oc(=O)c2cc1OC	-1.1%	2.3%	-14.9%
C/C(=N\NC(=O)c1nnn(-c2nonc2N)c1-c1ccccc1)c1ccccc1O	-6.8%	2.31µM*	1.46µM*
C/C(CC(=O)Nc1c(C)cc(C)cc1C)=N\NC(=O)OC(C)(C)C	-1.8%	-13.5%	-4.0%
CCSc1nnc(NC(=O)c2cc(-c3ccccc3O)n[nH]2)s1	-10.5%	?	0.7%
O=C(COC(=O)Cc1c(Cl)cccc1Cl)NCc1ccccc1	nt	?	?
COC(=O)c1ccccc1NCCO	?	7.8%	-23.4%
COc1ccc(C2=NN3C(=O)c4c(ccc(OC)c4OC)C3C2)cc1 (stereo unspecified)	-3.4%	-28.7%	?
COc1ccc(Cl)cc1NC(=O)C1CCN(S(=O)(=O)c2ccc3c(c2)CC(C)N3C(C)=O)CC1 (stereo unspecified)	-6.7%	16.4µM*	20.6µM*
CC(=O)c1ccc(S(=O)(=O)N2CCC(NC(=O)c3ccccc3)CC2)cc1	-3.8%	-8.3%	-1.2%
O=C(CSc1c2c(nc3cc(Cl)ccc13)CCCC2)N1CCN(c2ccccc2F)CC1	-0.9%	10.3µM*	6.51µM*
COc1ccc(Oc2c(OC)cc(NCc3ccc(CN)cc3)c3ncccc23)cc1	nt	?	25.9µM*
Cc1ccc(N2CCN(C(=O)c3c(C)oc4ncn(CC(C)C)c(=O)c34)CC2)c(C)c1	-4.6%	29.1µM*	7.31µM*
CCC(C(=O)NCc1ccccc1)n1c(-c2cccs2)nc2ccccc21 (stereo unspecified)	nt	?	?
COc1ccc2nc(SCC(=O)Nc3ccc(S(=O)(=O)N4CCCC4)cc3)c(C#N)cc2c1	-2.7%	9.2µM*	?
CN(CC(=O)N1CCN(c2ccc(F)cc2)CC1)S(=O)(=O)c1ccc(F)cc1	-2.8%	-2.0%	-11.0%
CCCC(=O)Nc1ccc(C(=O)NCCc2ccc(F)cc2)cc1	37.6%[activator]	-24.3%	-17.8%
O=C(Cc1ccc(NC(=O)C2CCN(C(=O)C3CCC3)CC2)cc1)Nc1ccc(C(=O)N2CCOCC2)cc1	nt	8.2%	-4.7%
CN1CCCC2(CCN(C(=O)c3cccc(F)c3)CC2)C1	0.8%	6.2%	4.3%

Carrying on.
SMILES	GCN5L2 inh	DT40 TDP1 CPT	DT40 TDP1 no CPT
CN(CC(=O)NCCC1=CCCCC1)S(=O)(=O)c1ccc2c(c1)c(=O)n(C)c(=O)n2C	-5.4%	8.2µM*	?
Cc1cc(NS(=O)(=O)c2ccc(NC(=O)CNS(=O)(=O)c3ccccc3)cc2)nc(C)n1	-1.6%	6.1%	8.1%
CC(Oc1ccccc1)C(=O)Nc1oc(-c2ccco2)c(-c2ccco2)c1C#N (stereo unspecified)	-7.1%	-14.9%	-2.8%
COc1ccccc1-c1nnc(NC(=O)C(C)Sc2nncn2C)s1 (stereo unspecified)	-2.2%	-11.7%	-22.2%
O=C(c1cccc(F)c1)N1CCC[C@@]2(CCN(c3ccccc3)C2)C1	-19.2%	?	?
COc1ccc(C)cc1-n1c(SCC(=O)NC2CC2)nc2ccccc2c1=O	0.0%	18.4µM*	?
COc1cc2c(cc1OC)C1CCc3cc4c(cc3C1N=C2)OCO4 (stereo unspecified)	nt	16.4µM*	13µM*
C[C@@H]1CC[C@@]2(O[C@H](CCO)C[C@H](O)[C@H]2O)O1	-2.7%	6.2%	14.6%
COc1ccccc1-c1nnc(SCC(=O)O)n1C	1.5%	5.2%	-8.5%

The list is partial; count on the stated rates, not on these rows.
